KOR beta-arrestin-1: kappa opioid receptor activators – cell-based, luminescence, uHTS, primary screen (AID 1777) | KOR beta-arrestin recruitment, luminescence; higher % means a stronger effect | 280,000 compounds, 0.02% hits | activation, % at 10 µM, or EC50 in µM where a hit was titrated; in the data active means activation above about 50%, passing the limit was not always enough; further: a part of the inactive calls stands beside numbers as strong as those of hits
NOD1 inhibition: inhibition of NOD1-driven NF-kB reporter – cell-based, luminescence, uHTS, primary screen (AID 1578) | NOD1-driven NF-kB luciferase reporter cells, luminescence; higher % means a stronger effect | one-dose inhibition, % at 4 µM; EC50 in µM for titrated hits | 290,000 compounds, 1% hits; in the data active means inhibition mostly above about 36%, no sharp cut-off; inactive means mostly below about 34%;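 further: HEK-293T reporter cells stimulated with the NOD1 agonist gamma-tri-DAP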
Dengue-2 NS5 capping: Dengue-2 NS5 methyltransferase inhibitors, primary screen, biochemical, confirmation dose response (AID 588689); inhibition, % at 25 µM, or IC50 in µM where a hit was titrated; 340,000 compounds, 0.3% hits; Dengue-2 NS5 methyltransferase capping enzyme assay, biochemical; higher % means a stronger effect; in the data active means a potency from the dose series; inconclusive means inhibition above about 29% without an active follow-up result
AID2073: disruptors of CaV2.2 binding to Mint1 – biochemical, HTRF (AID 2073) | HTRF protein-protein interaction, Mint1-CaV2.2; higher % means a stronger effect | inhibition, % at 20 µM; hits with a dose series show IC50 in µM | 290,000 compounds, 0.19% hits; in the data active means inhibition mostly above about 51%, no sharp cut-off; inconclusive means no clear call, values can overlap the other calls; inactive means mostly below about 53%; further: some results filed as inactive read as strong as hits
KOR beta-arrestin-2: kappa opioid receptor blockers – cell-based, luminescence, uHTS (AID 1778); 290,000 compounds, 0.091% hits; inhibition, % at 10 µM, or IC50 in µM where a hit was titrated; KOR beta-arrestin recruitment, luminescence, antagonist mode; higher % means a stronger effect; further: strong numbers were not always called active
Yfh1-depleted yeast: mitochondrial function rescue without frataxin homolog – Friedreich's ataxia, plus single-dose screen, dose response (AID 1465); 220,000 compounds, 0.074% hits; fold induction at 50 µM; hits with a dose series show EC50 in µM; S. cerevisiae Yfh1-off respiration, WST-1 reduction, 72 h; higher fold induction means a stronger effect;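 active means fold induction of absorbance versus untreated yeast above a set limit, then at least 30% activation at any dose in follow-up; inconclusive means repeats straddling the limit, or above it without dose testing; inactive means fold induction below the set limit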;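 further: activators that raise dye reduction in frataxin-depleted yeast; strong numbers were not always called active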
HEK293 NOD2/NF-kB: inhibition of NOD2-driven NF-kB reporter – cell-based, luminescence, uHTS, HEK293 (AID 1566). HEK293 NOD2/NF-kB luciferase reporter, luminescence; higher % means a stronger effect. 290,000 compounds, 0.63% hits. inhibition, % at 4 µM, or EC50 in µM where a hit was titrated; further: many of its hits are not listed in these tables
HIV peptide binding: inhibitors of HIV fusion peptide binding, primary screen, biochemical, uHTS, fluorescence dequenching (AID 1986). cell-free peptide binding, fluorescence dequenching, 30 min; higher % means a stronger effect. 290,000 compounds, 0.3% hits. inhibition, % at 20 µM, or IC50 in µM where a hit was titrated; in the data active means inhibition mostly above about 52%, no sharp cut-off; inactive means mostly below about 76%; further: some results filed as inactive read as strong as hits
West Nile antiviral: inhibition of WNV-induced cytopathic effect – cell-based, CPE readout (AID 1621); West Nile virus-infected cells, CPE inhibition; higher % means a stronger effect; CPE inhibition, % at 10 µM; hits with a dose series show IC50 in µM; 290,000 compounds, 0.02% hits; in the data active means a potency from the dose series; inconclusive means CPE inhibition mostly from about 3.7% at the one dose, without a potency; inactive means the rest, 99 in 100 with CPE inhibition below about 2.2%; further: strong numbers were not always called active
Dengue-2 NS5 capping pilot replicate: recorded beside Dengue-2 NS5 capping, whose call it bears; inhibition, %; measured here: pilot screen replicate inhibition
An asterisk follows results filed as active; i = inactive; u = inconclusive; x = no result given; [ ] = dose if it differs, or a comment. Unless noted, no stated cut-off is given here; in the data, active means inhibition above about 50%; inactive means the rest. The list is partial; the hit share may differ from the screen's.

SMILES	KOR beta-arrestin-1	NOD1 inhibition	Dengue-2 NS5 capping	AID2073	KOR beta-arrestin-2	Yfh1-depleted yeast	HEK293 NOD2/NF-kB	HIV peptide binding	West Nile antiviral	others
Cc1cc2cc(CN(Cc3cccs3)C(c3nnnn3C(C)(C)C)C(C)C)c3nnnn3c2cc1C (configuration not stated)	1.3%	-20%	9%	10%	-4%	i	0%	1.4%	0.0%
CC(=O)c1c(C)[nH]c(C(=O)CSc2nnc(CN3CCCCCC3=O)n2-c2ccccn2)c1C	-0.8%	5%	-2%	28%	-23%	i	17%	-2.4%	-0.4%
CC(NC(=O)Cn1nc(C(=O)O)c2ccccc2c1=O)c1ccccc1 (configuration not stated)	-7.0%	-35%	1%	u	24%	i	5%	-0.8%	0.4%
O=C(CCc1nnc(CCCCc2ccccc2)o1)NCCN1CCCCC1=O	x	-7%	0%	-2%	6%[20 µM]	i	12%	1.3%	-0.5%
COC(=O)c1c(NC(=O)Cn2nc(C(F)F)cc2C(F)F)sc(C)c1C	5.4%	4%	0%	-36%	-33%	i	1%	-0.9%	-0.5%
Cc1sc(NC(=O)CSc2nnnn2C2CCCC2)c(C#N)c1C	-2.5%	-16%	-4%	-6%	-21%	i	5%	0.0%	-0.6%
CC(c1nnc(SCn2nnc3ccccc3c2=O)n1-c1ccc(Cl)cc1)N(C)C (configuration not stated)	-0.1%	-9%	-4%	-9%	7%	i	-13%	-1.4%	-0.2%
N#Cc1nc(Cl)c(Cl)c(NN)c1Cl	3.3%	-5%	2%	1%	-18%	i	0%	-2.4%	0.0%
CC(=O)Nc1ccc(N(C(=O)c2ccco2)C(C(=O)NC2CCCC2)c2ccc(N(C)C)cc2)cc1 (configuration not stated)	-0.6%	-16%	-3%	4%	28%	x	10%	-2.0%	-0.2%
Cc1ccsc1CN(C)C(=O)C1CCC(=O)N(CCc2cccc(F)c2)C1 (configuration not stated)	-6.3%	-13%	-5%	1%	-46%	x	-24%	-0.8%	-0.6%

The list goes on; it opens with the six that closed the last part.
SMILES	KOR beta-arrestin-1	NOD1 inhibition	Dengue-2 NS5 capping	AID2073	KOR beta-arrestin-2	Yfh1-depleted yeast	HEK293 NOD2/NF-kB	HIV peptide binding	West Nile antiviral	others
COC(=O)c1c(NC(=O)Cn2nc(C(F)F)cc2C(F)F)sc(C)c1C	5.4%	4%	0%	-36%	-33%	i	1%	-0.9%	-0.5%
Cc1sc(NC(=O)CSc2nnnn2C2CCCC2)c(C#N)c1C	-2.5%	-16%	-4%	-6%	-21%	i	5%	0.0%	-0.6%
CC(c1nnc(SCn2nnc3ccccc3c2=O)n1-c1ccc(Cl)cc1)N(C)C (configuration not stated)	-0.1%	-9%	-4%	-9%	7%	i	-13%	-1.4%	-0.2%
N#Cc1nc(Cl)c(Cl)c(NN)c1Cl	3.3%	-5%	2%	1%	-18%	i	0%	-2.4%	0.0%
CC(=O)Nc1ccc(N(C(=O)c2ccco2)C(C(=O)NC2CCCC2)c2ccc(N(C)C)cc2)cc1 (configuration not stated)	-0.6%	-16%	-3%	4%	28%	x	10%	-2.0%	-0.2%
Cc1ccsc1CN(C)C(=O)C1CCC(=O)N(CCc2cccc(F)c2)C1 (configuration not stated)	-6.3%	-13%	-5%	1%	-46%	x	-24%	-0.8%	-0.6%
Cc1nn(-c2nc3ccccc3s2)c(N)c1Sc1ccc(F)cc1	-4.3%	-100%	0%	6%	4%	i	-53%	-1.5%	u
CC(c1ccon1)N(C)Cc1cn(Cc2ccccc2)nc1-c1ccc2c(c1)OCO2 (configuration not stated)	6.1%	4%	-4%	11%	-28%	i	-4%	-0.7%	-0.5%
Cc1ccc(Nc2nc3ccccc3n3cnnc23)cc1Cl	0.5%	-1%	-12%	17%	-9%	x	1%	-0.2%	-1.4%
CC1CCc2sc(-c3n[nH]c(=S)o3)cc2C1 (configuration not stated)	2.5%	-31%	27%	40%	-29%	i	-68%	4.4%	1.2%
CCCC[C@H]1COCCS(=O)(=O)N1Cc1cccc([N+](=O)[O-])c1	-5.8%	20%	-5%	3%	-39%[20 µM]	x	9%	2.4%	-0.9%
O=C(N/N=C/c1cccnc1)c1cccc(Cl)c1	0.5%	-16%	-1%	6%	-38%	x	-16%	0.6%	-0.2%
Cc1cc(-c2n[nH]c(=S)n2/N=C/c2cccc([N+](=O)[O-])c2)n[nH]1	7.1%	-19%	-3%	-6%	8%	i	17%	0.6%	0.0%
CS(=O)(=O)Oc1ccc(/C=N/NC(=O)c2ccncc2)cc1	3.2%	-6%	-2%	5%	-29%	i	2%	0.7%	1.0%
CC(/C=N/Nc1nnc(C)c(=O)[nH]1)=C\c1ccccc1	5.1%	-9%	-1%	-26%	0%	i	-42%	-1.1%	0.0%
CC1CCCC(C)N1CCCNC(=O)CN1C(=O)COc2ccc(S(=O)(=O)N3CCOCC3)cc21 (configuration not stated)	1.5%	-16%	-3%	-2%	-84%	x	-5%	0.4%	0.3%
COc1ccc(CCn2c(=N)c(C(=O)NC3CCCC3)cc3c(=O)n4ccccc4nc32)cc1	3.6%	-22%	26%	5%	-13%	x	11%	-2.3%	0.1%
COc1cc(OC)c(-c2cc(C(=O)O)ccc2OC)c(OC)c1	1.3%	-21%	-3%	1%	-20%	i	16%	-0.5%	-0.2%
CC(C)[C@H](NC(N)=O)C(=O)Nc1ccc(OCc2ccccc2)cc1	0.5%	-36%	1%	4%	-5%	i	-10%	-0.9%	-0.5%
Cc1nc(-c2ccc(C(F)(F)F)cc2)sc1C(=O)NN	0.5%	-16%	-7%	0%	17%	i	-77%	-2.8%	-0.4%
COc1cc(NC(=S)NCCCN2CCOCC2)c(OC)cc1Cl	-3.7%	-12%	5%	-14%	-1%	i	17%	0.0%	-0.4%
CCOc1ccccc1N(CC(=O)NC1CCCC1)C(=O)CCCC(=O)Nc1ccccn1	-0.8%	-34%	3%	-3%	18%	i	-31%	-0.1%	-0.3%
Cc1ccc(C(=O)/C=C/c2cn(CN3CCN(C)CC3)c3ccccc23)cc1	2.1%	-61%	-5%	-14%	-10%	i	-54%	1.0%	x
COc1ccccc1OCc1nc2ccccc2s1	4.9%	-16%	-12%	6%	-16%	i	-170%	0.8%	0.1%
COc1ccc(C(=O)Cn2ccsc2=NC(C)=O)cc1	-1.0%	-10%	-2%	3%	7%	i	5%	-0.1%	-0.7%
O=C(NCCc1ccc(Cl)cc1)c1ccc2ccccc2n1	1.7%	-22%	1%	-1%	-66%	x	-7%	4.6%	-0.7%
O=C(Cc1cccs1)N(c1ccccc1)C1C=CS(=O)(=O)C1 (configuration not stated)	1.9%	-6%	1%	9%	5%	i	5%	4.9%	0.2%
C(=N\Nc1ccc2nncn2n1)/c1ccco1	0.7%	7%	15%	9%	0%	i	10%	-0.5%	0.2%
COc1cc(S(=O)(=O)N(Cc2cccnc2)Cc2ccco2)ccc1-n1cnnn1	4.0%	6%	-4%	4%	-19%	i	9%	1.1%	-0.7%
COc1ccc(C(=O)NCC2CCCO2)cc1S(=O)(=O)N1CCCc2ccccc21 (configuration not stated)	-3.0%	-15%	0%	2%	-8%	i	16%	-2.9%	0.0%
CCCN1CCN(CCCNC(=O)CN2C(=O)c3cccnc3Oc3ccc(C)cc32)CC1	5.1%	-10%	-9%	1%	-30%	x	18%	-0.2%	0.1%
O=C(NC1CCCc2ccccc21)C1CCN(C(=O)c2sccc2-n2cccc2)CC1 (configuration not stated)	-3.3%	-1%	-1%	-1%	-7%	i	16%	1.9%	-0.5%
CCC(C(=O)Nc1ccccc1C(=O)N1CCCC1)N1C(=O)c2ccccc2C1=O (configuration not stated)	11%	-9%	0%	0%	-16%	i	5%	-0.3%	0.6%
O=C(C1=C(O)C(=O)N(Cc2ccco2)C1c1cccc(O)c1)c1ccco1 (configuration not stated)	-3.5%	-16%	-4%	5%	6%	x	12%	-1.7%	0.1%
O=c1c(-c2ccc(Br)cc2)[n+]([O-])c2ccccc2n1OCc1ccccc1	9.8%	-7%	5%	30%	1%	i	5%	-0.2%	-0.2%
COC(=O)c1sccc1NC(=O)c1c(Cl)cccc1Cl	3.0%	-35%	-6%	8%	-2%	x	5%	-0.3%	0.5%	Dengue-2 NS5 capping pilot replicate=0.0
O=C(N/N=C/c1ccc2c(c1)OCO2)c1ccn(Cc2ccc(Cl)cc2)n1	-0.4%	-31%	-8%	9%	-34%	x	-76%	-1.0%	-0.1%
CCOC(=O)c1c(/N=C/N(C)C)sc2c1CCC2	-2.1%	-29%	2%	-4%	x	i	3%	4.2%	-0.2%
Oc1cccc(C(O)CNCc2ccc(-c3ccccc3)cc2)c1 (configuration not stated)	-3.0%	12%	-2%	12%	-50%	i	-1%	1.1%	-1.3%
CC(=O)Nc1nnc(SCC(=O)c2ccc(F)cc2)s1	x	-13%	-2%	5%	-28%[20 µM]	i	13%	1.6%	-0.1%
COc1ccc(C)cc1NC(=O)C(=O)NNC(=O)c1ccco1	-2.1%	-24%	5%	-5%	-3%	i	3%	1.9%	0.6%
CCC(=O)Nc1sc2c(c1C(N)=O)CCN(C(C)=O)C2	5.8%	11%	0%	-17%	-35%	i	8%	-0.8%	-0.1%
CCOC(=O)c1oc2ccccc2c1NC(=O)c1cc(OC)cc(OC)c1	2.0%	11%	2%	-5%	-32%	i	-8%	-1.4%	0.8%
O=C(CCn1c(=S)[nH]c2ccccc2c1=O)N1CCOCC1	-0.5%	-5%	-1%	-55%	24%	i	0%	-1.0%	0.0%
O=C1NC(=Nc2ccccc2)SC1(CO)CO	-4.7%	-10%	-1%	2%	-35%[20 µM]	x	-3%	1.7%	-0.7%	Dengue-2 NS5 capping pilot replicate=-5.2
COc1ccc(NC(=O)c2cc(C)nc3ccccc23)c(OC)c1	-4.5%	-14%	-8%	u	13%	i	17%	-0.1%	0.0%
COc1ccc(/C=C(\NC(=O)c2ccc(OC)cc2)C(=O)N2CCCCC2)cc1	-2.3%	-27%	-9%	2%	-14%	x	-10%	1.5%	-1.3%
CC(C)(C)NC(=O)Cn1c(=O)n(CC(=O)NC(C)(C)C)c2ccccc21	x	-28%	x	23%	x	i	3%	-1.6%	-0.8%
O=C(NCc1ccccn1)c1ccc(NS(=O)(=O)c2cccc(Cl)c2)cc1	6.1%	-25%	-6%	15%	-19%	x	0%	-0.7%	0.4%

Arranged by length of the SMILES (descending): three of the compounds above
SMILES	KOR beta-arrestin-1	NOD1 inhibition	Dengue-2 NS5 capping	AID2073	KOR beta-arrestin-2	Yfh1-depleted yeast	HEK293 NOD2/NF-kB	HIV peptide binding	West Nile antiviral	others
O=C(NCc1ccccn1)c1ccc(NS(=O)(=O)c2cccc(Cl)c2)cc1	6.1%	-25%	-6%	15%	-19%	x	0%	-0.7%	0.4%
O=C(CCn1c(=S)[nH]c2ccccc2c1=O)N1CCOCC1	-0.5%	-5%	-1%	-55%	24%	i	0%	-1.0%	0.0%
CCC(=O)Nc1sc2c(c1C(N)=O)CCN(C(C)=O)C2	5.8%	11%	0%	-17%	-35%	i	8%	-0.8%	-0.1%

Assay outcomes deposited in PubChem BioAssay by several laboratories.
